Bioassay records as filed in PubChem BioAssay.
VIM-2 inh: inhibitors of Pseudomonas aeruginosa VIM-2 metallo-beta-lactamase | hit rate 0.89% among 290,000 | AID 1527 | purified VIM-2, nitrocefin hydrolysis, epi-absorbance fluorescence | inhibition, % at 5.6 µM;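 active means inhibition above the mean of all tested compounds plus 3 SD, cutoff set per screening run, cut at about 7.5% in these data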;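 further: red hydrolysis product quenches plate fluorescence so inhibitors raise well fluorescence; 0% = enzyme with DMSO and 100% = DMSO without enzyme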
HCV NS3 hel inh: blocks Hepatitis C virus NS3 helicase unwinding; NS3 helicase DNA unwinding, Cy5 molecular beacon fluorescence; AID 1800; inhibition, % at 10.9 µM; hit rate 0.56% among 290,000;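 active means inhibition above the mean of all tested compounds plus 3 SD, set per campaign, cut at about 35% in these data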;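 further: 0% = DMSO wells and 100% = thioflavine S control wells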
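assay system = NS3 helicase fragment of HCV | buffer or medium = MOPS pH 6.5, MgCl2, DTT, Tween20, BSA | timing = 60 min unwinding reaction at 25 °C after ATP addition | signal = Cy5 beacon fluorescence read at start and 1 h | read-out basis = % inhibition of unwinding | control set = low DMSO, high thioflavine S at 110 µM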
FID counter: fluorescent intercalator displacement, NS3 helicase counter-screen; DNA fluorescent intercalator displacement, fluorescence; inhibition, % at 7.9 µM; hit rate 0.17% among 290,000; AID 1845; in the data active means inhibition above about 37%;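 further: 0% = vehicle and 100% = reference compound; higher means more ethidium bromide displaced from hairpin DNA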
OXTR agonist: agonists of human oxytocin receptor; activation, % at 3 µM; AID 2435; P30559; hit rate 0.32% among 320,000; CHO-OTR cells, Fluo-8 calcium fluorescence; normalized: DMSO 0%, oxytocin 100%;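 active means activation above the mean of all tested compounds plus 3 SD, cutoff set per screening run, cut at about 20% in these data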;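 further: peak over basal fluorescence ratio from a 100 s FLIPR kinetic read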
Target sequence (P30559 whole entry, looked up): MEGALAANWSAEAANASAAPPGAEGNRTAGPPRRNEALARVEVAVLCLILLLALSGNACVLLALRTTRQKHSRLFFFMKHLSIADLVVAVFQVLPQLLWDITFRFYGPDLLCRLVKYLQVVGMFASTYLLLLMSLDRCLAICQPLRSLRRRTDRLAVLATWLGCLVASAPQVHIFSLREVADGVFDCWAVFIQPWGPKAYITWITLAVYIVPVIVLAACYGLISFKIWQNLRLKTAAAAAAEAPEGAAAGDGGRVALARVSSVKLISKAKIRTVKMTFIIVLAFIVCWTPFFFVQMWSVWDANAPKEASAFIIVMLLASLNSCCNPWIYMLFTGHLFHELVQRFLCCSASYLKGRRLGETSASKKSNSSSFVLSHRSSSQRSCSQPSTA
GalR3 antagonist: human GalR3 antagonism | O60755 | HEK293 GalR3-CNG cAMP membrane potential fluorescence; galR3 body fused to GalR1 C-terminus | inhibition, % at 3 µM | hit rate 0.44% among 360,000;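 active means inhibition above the screen-wide average plus 3 SD, cut at about 13% in these data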;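 further: forskolin and galanin both at EC90 stimulate the cells; cAMP rise reported by CNG channel membrane potential dye signal; 0% = forskolin plus galanin with DMSO and 100% = forskolin alone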
Target sequence (O60755 1-299 limits assumed): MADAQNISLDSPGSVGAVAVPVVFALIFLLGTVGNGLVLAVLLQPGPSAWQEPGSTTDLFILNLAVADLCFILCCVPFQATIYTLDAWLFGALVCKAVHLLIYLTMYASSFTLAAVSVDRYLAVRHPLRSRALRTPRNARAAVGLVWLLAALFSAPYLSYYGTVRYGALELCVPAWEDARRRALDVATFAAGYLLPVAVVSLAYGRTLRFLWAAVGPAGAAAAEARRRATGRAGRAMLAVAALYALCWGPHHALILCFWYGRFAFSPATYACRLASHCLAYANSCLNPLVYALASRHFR
PHOSPHO1 block: blocks human PHOSPHO1 phosphatase activity. recombinant PHOSPHO1, absorbance phosphatase assay. Q8TCT1. hit rate 1.1% among 290,000. inhibition, % at 13.3 µM; in the data active means inhibition above about 60%
Target sequence (Q8TCT1 whole entry, looked up): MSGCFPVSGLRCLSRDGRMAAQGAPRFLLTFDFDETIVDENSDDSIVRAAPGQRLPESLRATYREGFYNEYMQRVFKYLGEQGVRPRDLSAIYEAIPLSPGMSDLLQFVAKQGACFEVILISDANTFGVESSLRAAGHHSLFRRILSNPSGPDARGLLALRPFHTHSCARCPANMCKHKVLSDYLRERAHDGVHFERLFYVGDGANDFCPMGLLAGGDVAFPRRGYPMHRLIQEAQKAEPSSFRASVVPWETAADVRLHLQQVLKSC
IMP-1 inhibitor: blocks Pseudomonas aeruginosa IMP-1 metallo-beta-lactamase | purified IMP-1, nitrocefin hydrolysis, epi-absorbance fluorescence | inhibition, % at 5.6 µM | hit rate 0.45% among 290,000 | AID 1556;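 active means inhibition above the mean plus 3 SD of all compounds in the same screening run, cut at about 4.5% in these data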;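 further: 0% = IMP-1 with DMSO and 100% = DMSO wells lacking enzyme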
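System: purified IMP-1 / Input: IMP-1 dispensed at 0.2 nM / Medium: 50 mM HEPES pH 7.1, 50 µM ZnSO4, 0.05% Brij 35 / Timing: 15 min enzyme–compound preincubation, then 25 min nitrocefin reaction, 25 °C / Technique: plate fluorescence quenching by hydrolysis product, ex 480/em 530 nm / Repeats: singlicate testing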
GPR7 antag: antagonists of human GPR7 (neuropeptides B/W receptor 1). AID 1861. inhibition, % at 4.4 µM. P48145. GPR7-expressing cells, fluorescence antagonist assay. hit rate 1.1% among 290,000; in the data active means inhibition above about 16%, passing the limit was not always enough;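 further: cells stimulated with the agonist NPW; 0% = agonist with vehicle and 100% = vehicle without agonist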
V1aR counter: activates human V1a receptor in oxytocin agonist counter-screen | P37288 | CHO-V1R cells, Fluo-8 calcium fluorescence, agonist mode; 0% DMSO, 100% 3 nM vasopressin | activation, % at 3 µM | hit rate 0.25% among 320,000 | AID 2797;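 active means activation above the mean activation of all tested compounds plus 3 SD, per screening run, cut at about 20% in these data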;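 further: signal is peak over basal fluorescence ratio across a 100 second FLIPR read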
* marks the source's active call; other numbers are inactive results.

Screening CCOc1ccccc1NC(=O)Nc1cccc(S(N)(=O)=O)c1 returned VIM-2 inh -1.5, HCV NS3 hel inh -18, FID counter 0, OXTR agonist 0.0, GalR3 antagonist 4, PHOSPHO1 block 29, IMP-1 inhibitor -2.0, GPR7 antag 2 and V1aR counter -0.1.
For NC(=O)[C@H]1CC2(CC(c3cccc(NC(=O)COc4ccc(Cl)cc4)c3)=NO2)CN1C(=O)Cc1ccc([N+](=O)[O-])cc1 (stereo not given in full) the results were OXTR agonist 0.3, GalR3 antagonist -8, PHOSPHO1 block 31 and V1aR counter 1.7.
O=[N+]([O-])c1ccc(Sc2ccccc2Cl)nc1 was read as VIM-2 inh -3.1, HCV NS3 hel inh 3, FID counter 1, OXTR agonist -2.0, GalR3 antagonist -4, PHOSPHO1 block 97*, IMP-1 inhibitor -3.1, GPR7 antag 0 and V1aR counter -0.9.
For Cc1nn(C)c(C(=O)NNC(=S)Nc2ccc(Cl)cc2)c1[N+](=O)[O-] the results were VIM-2 inh -0.1, HCV NS3 hel inh 6, FID counter -27, OXTR agonist 0.6, GalR3 antagonist -6, PHOSPHO1 block -21, IMP-1 inhibitor -2.0, GPR7 antag -6 and V1aR counter 0.2.
COc1cccc2c1c(NC(=O)c1cc(C)on1)nn2C was read as VIM-2 inh 1.5, HCV NS3 hel inh -10, FID counter -8, OXTR agonist -1.9, GalR3 antagonist -1, PHOSPHO1 block -1, IMP-1 inhibitor -2.0, GPR7 antag -8 and V1aR counter -0.1.
For O=C(NCc1ccccc1F)C(=O)NCC1OCCCN1S(=O)(=O)c1cccs1 (stereo not given) the results were VIM-2 inh -1.5, HCV NS3 hel inh -4, FID counter -24, OXTR agonist 0.0, GalR3 antagonist 4, PHOSPHO1 block 75*, IMP-1 inhibitor -3.1, GPR7 antag -4 and V1aR counter 0.4.
COCCn1c(N)c(NCc2ccccc2)c(=O)n(CC(=O)Nc2cc(C)ccc2C)c1=O was read as VIM-2 inh -2.3, HCV NS3 hel inh 3, FID counter -31, OXTR agonist -1.8, GalR3 antagonist -1, PHOSPHO1 block 5, IMP-1 inhibitor -2.6, GPR7 antag -1 and V1aR counter 0.5.
Nc1c(C(=O)Nc2ccccc2)c2nc3ccccc3nc2n1CCCN1CCOCC1 was read as VIM-2 inh -0.2, HCV NS3 hel inh -105, FID counter 9, OXTR agonist 11, GalR3 antagonist -1, PHOSPHO1 block 28, IMP-1 inhibitor -0.7, GPR7 antag 13 and V1aR counter 1.1.
`CC1CCCCN1S(=O)(=O)c1ccc(S(=O)(=O)N(CC(=O)Nc2ccccc2)Cc2cccs2)cc1` (stereo not given) gave VIM-2 inh -1.6, HCV NS3 hel inh 8, FID counter -6, OXTR agonist 0.7, GalR3 antagonist 0, PHOSPHO1 block 13, IMP-1 inhibitor -2.5, GPR7 antag 2 and V1aR counter 2.9.
`Cn1c(=O)n(CC(=O)N2CCN(c3nnc(-c4ccccc4)c4ccccc34)CC2)c2ccccc21` gave VIM-2 inh -0.2, HCV NS3 hel inh 4, FID counter -27, OXTR agonist -0.5, GalR3 antagonist -5, PHOSPHO1 block -8, IMP-1 inhibitor -1.3, GPR7 antag -3 and V1aR counter 0.3.
`CCn1c(=O)c(C(=O)NCc2ccc3c(c2)OCO3)c(O)c2ccccc21` gave VIM-2 inh 0.2, HCV NS3 hel inh 3, FID counter -5, OXTR agonist 1.4, GalR3 antagonist -8, PHOSPHO1 block 14, IMP-1 inhibitor -3.9, GPR7 antag -12 and V1aR counter 0.8.
`O=C(O)c1ccc(S(=O)(=O)c2ccc3c(c2)C(=O)N(NC(=O)c2ccccc2)C3=O)cc1` gave VIM-2 inh -1.6, HCV NS3 hel inh -16, FID counter -2, OXTR agonist -0.6, GalR3 antagonist -2, PHOSPHO1 block -23, IMP-1 inhibitor 5.1*, GPR7 antag 6 and V1aR counter -0.6.
Screening NC(=O)C1CCN(C2CC(=O)N(Cc3cccs3)C2=O)CC1 (stereo not given) returned VIM-2 inh -2.4, HCV NS3 hel inh -8, FID counter -2, OXTR agonist 1.6, GalR3 antagonist -6, PHOSPHO1 block 7, IMP-1 inhibitor 3.6, GPR7 antag 2 and V1aR counter 1.4.
`CCOCCCn1c(=S)[nH]c2cc(C(=O)NCCCN(CC)CC)ccc2c1=O` gave VIM-2 inh 4.6, HCV NS3 hel inh 8, FID counter 8, OXTR agonist 1.1, GalR3 antagonist 5, PHOSPHO1 block 0, IMP-1 inhibitor -0.6, GPR7 antag -15 and V1aR counter 1.1.
Screening COc1cc(/C=N/NC(=O)Cc2cccs2)c([N+](=O)[O-])cc1OC returned VIM-2 inh -2.7, HCV NS3 hel inh 12, FID counter -2, OXTR agonist -1.6, GalR3 antagonist 0, PHOSPHO1 block 16, IMP-1 inhibitor -3.4, GPR7 antag -4 and V1aR counter -0.8.
CCOC(=O)c1cc(/C(C)=N/OC(=O)c2ccc(C(C)(C)C)cc2)on1 was read as VIM-2 inh -2.6, HCV NS3 hel inh -5, FID counter -13, OXTR agonist -0.7, GalR3 antagonist 1, PHOSPHO1 block 44, IMP-1 inhibitor -2.8, GPR7 antag -10 and V1aR counter 0.3.
COc1ccccc1CNc1cc(CSc2ccc(Cl)cc2)nc(C)n1 was read as VIM-2 inh -2.4, HCV NS3 hel inh -12, FID counter -2, OXTR agonist -1.9, GalR3 antagonist -5, PHOSPHO1 block 0, IMP-1 inhibitor -1.4, GPR7 antag 0 and V1aR counter 0.8.
For Cc1ccc(CS(=O)(=O)Cc2ccc(C(=O)NCc3ccccn3)o2)cc1 the results were VIM-2 inh -0.2, HCV NS3 hel inh -4, FID counter -7, OXTR agonist -0.4, GalR3 antagonist 2, PHOSPHO1 block -10, IMP-1 inhibitor -3.5, GPR7 antag -11 and V1aR counter -0.1.
`Cc1ccc2nc(N(CCCN(C)C)C(=O)c3ccco3)sc2c1` gave VIM-2 inh 0.9, HCV NS3 hel inh -13, FID counter 4, OXTR agonist 2.1, GalR3 antagonist -7, PHOSPHO1 block -11, IMP-1 inhibitor 0.7, GPR7 antag -12 and V1aR counter 4.7.
Cc1ccc(NC(=O)C[n+]2ccccc2)cc1C was read as VIM-2 inh -2.6, HCV NS3 hel inh 8, FID counter 0, OXTR agonist 0.9, GalR3 antagonist -4, PHOSPHO1 block 13, IMP-1 inhibitor -2.6, GPR7 antag -3 and V1aR counter 0.3.
O=C(c1cc(-c2ccc(Cl)c(Cl)c2)on1)N1CCCCC1 was read as VIM-2 inh 0.2, HCV NS3 hel inh -2, FID counter -7, OXTR agonist -0.5, GalR3 antagonist -6, PHOSPHO1 block 2, IMP-1 inhibitor -2.9, GPR7 antag -1 and V1aR counter -0.3.
Screening COCC(C)NC(=O)COCc1cc(-c2ccc3c(c2)OCO3)on1 (stereo not given) returned VIM-2 inh -0.2, HCV NS3 hel inh 5, FID counter -18, OXTR agonist 0.8, GalR3 antagonist -8, PHOSPHO1 block 38, IMP-1 inhibitor -2.3, GPR7 antag -2 and V1aR counter -0.2.
For O=C(Nc1cccc(Cl)c1)Nc1c[nH]c(=O)[nH]c1=O the results were VIM-2 inh -1.6, HCV NS3 hel inh -27, FID counter -2, OXTR agonist -0.8, GalR3 antagonist -7, PHOSPHO1 block 23, IMP-1 inhibitor 0.8, GPR7 antag 12 and V1aR counter 0.8.
For CC(C)Oc1nc(-c2ccc(Cl)cc2)nc2ccccc12 the results were VIM-2 inh -1.4, HCV NS3 hel inh 6, FID counter 0, OXTR agonist 0.0, GalR3 antagonist 4, PHOSPHO1 block 27, IMP-1 inhibitor -4.3, GPR7 antag -15 and V1aR counter -0.3.

An excerpt from above in order of formula weight, descending.
Screening COc1cc(/C=N/NC(=O)Cc2cccs2)c([N+](=O)[O-])cc1OC returned VIM-2 inh -2.7, HCV NS3 hel inh 12, FID counter -2, OXTR agonist -1.6, GalR3 antagonist 0, PHOSPHO1 block 16, IMP-1 inhibitor -3.4, GPR7 antag -4 and V1aR counter -0.8.
O=C(c1cc(-c2ccc(Cl)c(Cl)c2)on1)N1CCCCC1 was read as VIM-2 inh 0.2, HCV NS3 hel inh -2, FID counter -7, OXTR agonist -0.5, GalR3 antagonist -6, PHOSPHO1 block 2, IMP-1 inhibitor -2.9, GPR7 antag -1 and V1aR counter -0.3.
For CC(C)Oc1nc(-c2ccc(Cl)cc2)nc2ccccc12 the results were VIM-2 inh -1.4, HCV NS3 hel inh 6, FID counter 0, OXTR agonist 0.0, GalR3 antagonist 4, PHOSPHO1 block 27, IMP-1 inhibitor -4.3, GPR7 antag -15 and V1aR counter -0.3.

Next part:
For COc1cccc(N(CC(=O)NC2CCCC2)C(=O)CCC(=O)Nc2cc(C)on2)c1 the results were VIM-2 inh -2.9, HCV NS3 hel inh -2, FID counter -37, OXTR agonist 0.8, GalR3 antagonist -9, PHOSPHO1 block 19, IMP-1 inhibitor -1.7, GPR7 antag -9 and V1aR counter 0.3.
NS(=O)(=O)c1cccc(NC(=O)c2ccccc2NS(=O)(=O)c2ccc(F)cc2)c1 was read as VIM-2 inh -5.5, HCV NS3 hel inh 9, FID counter -14, OXTR agonist -0.3, GalR3 antagonist -6, PHOSPHO1 block -2, IMP-1 inhibitor -0.9, GPR7 antag -8 and V1aR counter -0.1.
Screening COC(=O)n1c(SC)nc2ccccc21 returned VIM-2 inh 0.8, HCV NS3 hel inh 5, FID counter -2, OXTR agonist 0.1, GalR3 antagonist -3, PHOSPHO1 block -9, IMP-1 inhibitor -5.8, GPR7 antag -11 and V1aR counter 0.0.
For O=C(CSc1n[nH]c(-c2ccccc2)n1)c1ccccc1 the results were VIM-2 inh 0.6, HCV NS3 hel inh -3, FID counter -3, OXTR agonist 0.0, GalR3 antagonist 4, PHOSPHO1 block 12, IMP-1 inhibitor -3.9, GPR7 antag 1 and V1aR counter 0.2.
Cc1ccccc1Cn1cc(NS(=O)(=O)c2cn(C)nc2C)cn1 was read as VIM-2 inh -1.1, HCV NS3 hel inh 0, FID counter -4, OXTR agonist -1.1, GalR3 antagonist -2, PHOSPHO1 block 14, IMP-1 inhibitor -4.7, GPR7 antag -18 and V1aR counter -0.8.
O=C(O)CCCNc1cc(N2CCN(C(=O)c3ccco3)CC2)c2noc3c2c1C(=O)c1ccccc1-3 was read as VIM-2 inh 3.8, HCV NS3 hel inh 37*, FID counter -50, OXTR agonist 2.8, GalR3 antagonist -8, PHOSPHO1 block -4, IMP-1 inhibitor 8.2*, GPR7 antag -14 and V1aR counter 3.3.
For O=C(c1[nH]ncc1-c1ccc(Cl)cc1)C1CO1 (stereo not given) the results were VIM-2 inh -2.5, HCV NS3 hel inh 5, FID counter -3, OXTR agonist -0.8, GalR3 antagonist -5, PHOSPHO1 block -4, IMP-1 inhibitor -1.3, GPR7 antag 3 and V1aR counter 0.3.
Screening CN1/C(=C\C=N\O)C(C)(C)c2ccccc21 returned VIM-2 inh 1.2, HCV NS3 hel inh -9, FID counter -2, OXTR agonist -0.4, GalR3 antagonist -7, PHOSPHO1 block 16, IMP-1 inhibitor -1.0, GPR7 antag -1 and V1aR counter 0.9.
